FUS yeast rescue: rescues growth of FUS-expressing yeast. AID 1347120. S. cerevisiae FUS-expressing, growth rescue, OD600, 24 h. Potency, µM (titrated, usually from 76.6 µM), for inactives: at the top dose growth rescue (activation), hits mostly activators. 0.24% of 390,000 active; active = well fitted activation curve with a large enough effect; inconclusive = small, poorly fitted or top-dose-only effect; inactive = no such curve, though single readings can be large or run the other way;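 also: plate controls were DMSO vehicle for no effect and reference control for full effect; nearly all actives have a fitted effect of over 55% in size; some results filed as inactive show a strong effect at the top dose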
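S. cerevisiae expressing FUS from galactose induction served as the toxicity model. Growth after 24hr at 30C, read as absorbance at 600 nm, indicates suppression of toxicity; compounds dosed at several concentrations.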
* = called active by the depositor; ? = inconclusive. Potency is read from the fitted curve at half-maximal effect. Only part of the results is shown, so the mix of outcomes need not match the whole.

#	smiles	FUS yeast rescue
1	COc1ccc(CCN(Cc2cccs2)S(=O)(=O)c2ccc(F)cc2)cc1OC	?
2	Cc1ccc(-c2nnc3n2N=C(c2ccc4ccccc4c2)CS3)cc1	0%
3	O=C(NCCc1c[nH]c2ccccc12)OCc1cn(Cc2cccc(F)c2F)nn1	32%
4	O=C(C1CCCO1)N1CCN(C2=Nc3ccccc3Sc3ccccc32)CC1 (stereo unspecified)	18%
5	O=C(Nc1nc2c(Br)cccc2s1)c1ccc2c(c1)OCCO2	-2%
6	C#CCNC(=O)C[C@H]1C[C@@]2(C(=O)OC)C(=C[C@H](C(C)(C)C)O[C@@H]2C)N(Cc2ccc(Cl)cc2Cl)C1=O	18µM*
7	COc1ccc(S[C@]2(C(=O)N3CCCC3)CC(=O)N(P(=O)(OC)OC)[C@@H]2c2ccc(OC)cc2)cc1	23%
8	COc1ccc(-c2c(Cc3ccccc3)nc(NC(=O)c3ccccc3)n2Cc2ccc(OC)cc2OC)cc1	?
9	O=C(CCc1ccccc1)N[C@H]1[C@@H](OC(=O)c2cnccn2)CCC[C@@]12C(=O)N(Cc1ccccc1)c1ccccc12	?
10	Cc1ccc(OCCCOc2ccc(Cl)cc2Cl)c([N+](=O)[O-])n1	18%
11	COC(=O)C[C@H]1CC[C@@H]2[C@@H](COc3ccc(NC(=O)c4ccno4)cc3C(=O)N2C)O1	-3%
12	COC(=O)[C@]12C[C@H](CC(=O)NCc3ccc(OC)c(OC)c3)C(=O)N(Cc3ccc4c(c3)OCO4)C1=C[C@H](C(C)C)O[C@@H]2C1CC1	?
13	O=C([C@@H]1C[C@H]1c1ccccc1)N1CC[C@H]2[C@H](CCCN2Cc2ccccc2)C1	-17%
14	CCCCNC(=O)OCCCN1CCC2(CCC(c3ccccc3)CC2)C1 (stereo unspecified)	-5%
15	CCCCN1C[C@@H](COCc2ccccc2)Oc2cccc(F)c2S1(=O)=O	10%
16	Cc1ccsc1S(=O)(=O)n1c(CN2CCOCC2)nc2ccccc21	11%
17	C[C@H]1[C@@H](OC(=O)N2CCN(c3ccccc3)CC2)CC[C@@]23CCCN2C(=O)CCC[C@@H]13	21%
18	COCCNC(=O)C[C@H]1CC[C@H]2[C@@H](COc3ccc(NS(=O)(=O)c4ccc(Cl)cc4)cc3C(=O)N2C)O1	-3%
19	COC(=O)CN(Cc1cn(Cc2ccccc2)nn1)S(=O)(=O)c1ccccc1Br	26%
20	O=C(COCc1ccccc1)N1CC[C@H]2[C@H](CCCN2Cc2ccccc2)C1	-24%
21	COc1ccc(C(C(=O)N(C)C2CCCC2)N(Cc2ccc(F)cc2)C(=O)c2sccc2Cl)cc1OC (stereo unspecified)	?
22	CC(C)[C@H](NC(=O)OC(C)(C)C)C(=O)N1CCC(Oc2cccnc2)CC1	11%
23	COc1cccc(N2CCN(C(=O)CSc3nc4ncccc4[nH]3)CC2)c1	0%
24	COc1cc2c(cc1NC(=O)CSc1nnc(-c3cnccn3)n1-c1ccc(C)cc1)oc1ccccc12	18µM*
25	CC(C)CSc1nnc(-c2ccco2)n1C	-17%

Continued.
#	smiles	FUS yeast rescue
26	COC(=O)[C@]12C[C@H](CC(=O)N3CCN(C(=O)C4CC4)CC3)C(=O)N(CCc3ccc(OC)c(OC)c3)C1=C[C@H](C(C)C)O[C@@H]2C1CC1	22%
27	CCOc1cccc(/C=N\NC(=O)c2cnccn2)c1O	-19%
28	COC(=O)[C@]12CCCCC=C1N(Cc1ccc(OC)cc1)C(=O)[C@@H]2CC(=O)N1CCN(C(=O)C2CC2)CC1	25%
29	COc1ccc(Cn2c(NC(=O)c3ccccc3)nc(Cc3ccccc3)c2Cc2ccccc2)cc1	30%
30	CCn1c(SCc2c(F)cccc2F)nc2sc3c(c2c1=O)CCCC3	0%
31	CC(NCc1ccco1)C(=O)N1CCOCC1 (stereo unspecified)	-15%
32	Cc1nc(N2CCN(C(=O)COc3ccccc3C)CC2)c2c3c(sc2n1)CCCC3	?
33	CCCCN=C(N)NC(=O)c1ccccc1	-14%
34	C=C(C)CSc1nc2sc(C)c(C)c2c(=O)n1C	30%
35	COC(=O)[C@]12C[C@H](CC(=O)NCCC(C)C)C(=O)N(Cc3ccccc3)C1=C[C@H](COCc1ccccc1)O[C@@H]2C	26%
36	CCOC(=O)N1CCN(C(=O)C[C@H]2C[C@@]3(C(=O)OC)C(=C[C@H](C(C)(C)C)O[C@@H]3C)N(Cc3ccco3)C2=O)CC1	?
37	COC(=O)CSc1nnc(-c2cc(-c3ccccc3)n[nH]2)n1N	-1%
38	COC(=O)[C@@]12CCCCC3=C1N(CCC3)C(=O)[C@H]2CC(=O)N1CCOCC1	-18%
39	COc1ccccc1C(=O)n1ccc2ccc(-c3ccc4ccn(Cc5ccc(C#N)cc5)c4c3)cc21	35%
40	C=CCN1C(=O)[C@@H](CC(=O)N2CCN(C(=O)C3CC3)CC2)[C@]2(C(=O)OCC)CCCCC/C=C/12	8%
41	CCOc1ccc(-n2c(SCc3cccc4ccccc34)nnc2-c2ccc(C)cc2)cc1	?
42	CCN(CC)c1c2c(nc3ncnn13)CCCC2	-4%
43	CCOC(=O)[C@]12CCCC=C1N(Cc1ccc(OC)cc1)C(=O)[C@@H]2CC(=O)N1CCN(C(=O)c2ccco2)CC1	36%
44	CC(c1ccccc1)n1cc(C(=O)NCCCN2CCCC2)nn1 (stereo unspecified)	10%
45	Cc1ccc(-c2cc(C(=O)NN=Cc3ccc(F)cc3)[nH]n2)cc1C	16%
46	O=C(NC1CCCCN(Cc2ccc(Cl)cc2)C1=O)c1ccc(F)cc1 (stereo unspecified)	31%
47	C=CCN(C)CC#Cc1ccc(C)cc1	-9%
48	C=CCn1c(Cc2cccs2)nnc1SCC(=O)Nc1cccc2ccccc12	30%
49	CC(C)(C)c1ccc(CNc2nc(-c3ccccn3)nnc2-c2ccccc2)cc1	?
50	O=[N+]([O-])c1ccc2nc(CNc3nc(N4CCOCC4)nc4c3ncn4-c3ccsc3)[nH]c2c1	21%

Exported with each value named: part of the list above
31	CC(NCc1ccco1)C(=O)N1CCOCC1 (stereo unspecified)
  FUS yeast rescue: -15%

32	Cc1nc(N2CCN(C(=O)COc3ccccc3C)CC2)c2c3c(sc2n1)CCCC3
  FUS yeast rescue: ?

33	CCCCN=C(N)NC(=O)c1ccccc1
  FUS yeast rescue: -14%

34	C=C(C)CSc1nc2sc(C)c(C)c2c(=O)n1C
  FUS yeast rescue: 30%

More records:
#	smiles	FUS yeast rescue
51	CC(=O)c1ccc(NCCCN2CCC(C(O)(c3ccccc3)c3ccccc3)CC2)cc1	7%
52	CC(=O)c1cc(-c2cccc(C(C)C)c2)c(=O)n2c1CCC2	10%
53	O=C(NCc1ccco1)C1CCCN(S(=O)(=O)c2ccccc2[N+](=O)[O-])C1 (stereo unspecified)	-18%
54	COC(=O)[C@@]12CCCCC3=C1N(CCC3)C(=O)[C@H]2CC(=O)N1CCN(C(=O)C2CC2)CC1	-14%
55	COC(=O)C1CN(CC(C)C)CCS(=O)(=O)N1Cc1ccc(Cl)cc1 (stereo unspecified)	29%
56	O=C(Nc1ccc(F)cc1)OCc1cn(Cc2cc(F)ccc2F)nn1	-14%
57	COC(=O)C1CN(Cc2ccccc2)CCS(=O)(=O)N1Cc1cn(Cc2cccc(Cl)c2)nn1 (stereo unspecified)	?
58	CCOC(=O)CC[C@@H]1CC[C@]2(CCCN(C(=O)c3ccccc3)C2)O1	-8%
59	OC(c1ccccc1)(c1ccccc1)C1CCN(CCCOc2ccc(Br)cc2)CC1	17%
60	O=C(OCC#CCSc1nnc(-c2cccc3ncccc23)o1)c1ccc(F)cc1	-9%
61	COP(=O)(CC(=O)O)C(CC(C)C)NC(=O)OCc1ccccc1 (stereo unspecified)	11%
62	FC(F)(F)c1ccccc1Cn1ccc2ccc(-c3ccc4ccn(Cc5ccccc5C(F)(F)F)c4c3)cc21	5%
63	CC(C)(C)c1ccc(-c2nnc(SCC(=O)c3ccc([N+](=O)[O-])cc3)n2-c2ccc(Cl)cc2)cc1	11%
64	Cc1ccc(Cn2cc(CN3[C@@H](CC(C)C)COc4ccc(Cl)cc4S3(=O)=O)nn2)cc1	-19%
65	O=S1(=O)c2ccc(N3CCC[C@@H]3CO)cc2OCCCN1C1CC1	16%
66	Nc1[nH]c(C(=O)c2ccccc2)c(-c2ccc(Cl)cc2Cl)c1C(=O)c1cccs1	10%
67	CCCNC(=O)C[C@H]1CC[C@H]2[C@@H](COc3ccc(NC(=O)c4cncs4)cc3C(=O)N2C)O1	2%
68	COCCCN1C(=O)[C@H](CC(=O)N2CCCCC2)[C@]2(C(=O)OC)CCCCC=C12	9%
69	C=CC[C@@H]1NN2C(=O)[C@@H](CCCC)[C@@H]3c4ccccc4C=NN3[C@@H]2c2ccccc21	17%
70	CCOC(=O)[C@]12CCCC3=C1N(CCC3)C(=O)[C@@H](CC(=O)NCc1ccccc1)C2	41%
71	CCN(C[C@H]1[C@@H](c2ccc(C3=CCCC3)cc2)[C@H](CO)N1c1nc(C)c(C)s1)S(=O)(=O)c1ccccc1[N+](=O)[O-]	?
72	COC(=O)[C@]12CCCCC=C1N(Cc1ccc(OC)cc1)C(=O)[C@@H]2CC(=O)N1CCCC1	30%
73	CCn1c(=O)n(CC(=O)N2CCOCC2)c(=O)c2ccccc21	-4%
74	O=C(Nc1ccc(Cl)c(Cl)c1)C1CCCN1S(=O)(=O)c1cccc2cccnc12 (stereo unspecified)	3%
75	CC(C)CN1CN2CCc3ccccc3C2CS1(=O)=O (stereo unspecified)	-16%

Later entries:
#	smiles	FUS yeast rescue
76	O=S1(=O)c2c(cccc2N2CCC[C@@H]2CO)O[C@H]2CCN1C2	-4%
77	CCOC(=O)[C@]12CCCC=C1N(CCCOC)C(=O)[C@@H]2CC(=O)NCC12CC3CC(CC(C3)C1)C2	32%
78	COC(=O)c1cn(-c2ccc3c(c2)[C@]2(CC(=O)N(C)C2c2ccccc2)C(=O)N3CC(C)C)nn1 (stereo partly specified)	1%
79	CC(=O)OC12CCCN(C1)/C(=C/c1cccc(N(C)C)c1)C2 (stereo unspecified)	-7%
80	Cc1ccc([C@H](C)NC(=O)C2=C(N)N(S(=O)(=O)c3ccc(C)cc3)C(C(=O)c3ccccc3)C2c2ccccc2Cl)cc1 (stereo partly specified)	?
81	COc1ccc(NC(=O)NNC(=O)CCn2nc(C)c([N+](=O)[O-])c2C)cc1OC	13%
82	CCN(CC)C(=O)CC[C@H]1CC[C@]2(CCCN(Cc3cccnc3)C2)O1	-12%
83	COC(=O)[C@]12C[C@H](CC(=O)NCCCCc3ccccc3)C(=O)N(Cc3ccco3)C1=C[C@H](C(C)C)O[C@@H]2C1CC1	?
84	O=C(CSc1nnc(-c2ccccc2)n1-c1ccc(Cl)cc1)Nc1ccc(OCc2ccccc2)cc1	-12%
85	O=C1COc2ccccc2C(c2nnnn2-c2ccc3ccccc3c2)N1C1CC1 (stereo unspecified)	24%
86	COC(=O)[C@]12C[C@H](CC(=O)N3CCN(C(=O)c4ccco4)CC3)C(=O)N(Cc3cccc4ccccc34)C1=C[C@H](C(C)C)O[C@@H]2C1CC1	?
87	CN(C)[C@H]1CCN(c2ccc3c(c2)O[C@@H]2CCN(C2)S3(=O)=O)C1	-15%
88	C#CCNC(=O)C[C@H]1C(=O)N(CCc2ccc(Cl)cc2)C2=CCCC[C@@]21C(=O)OCC	15%
89	O[C@H](COc1ccc(F)cc1)CN1CCC(C(O)(c2ccccc2)c2ccccc2)CC1	-13%
90	CC(=O)OC12CCCN(C1)/C(=C/c1ccc(Cl)cc1)C2 (stereo unspecified)	-13%
91	COC(=O)[C@]12C[C@H](CC(=O)NCc3cccc(C(F)(F)F)c3)C(=O)N(Cc3cccc4ccccc34)C1=C[C@H](C1CCCC1)O[C@@H]2C	?
92	c1nc2nc3c(c(N4CCCC4)n2n1)CCCC3	5%
93	C[C@@H]1C(c2ccccc2)CC(=O)C(=O)C[C@@H]1C(=O)N1CCCC1 (stereo partly specified)	-15%
94	CC(=O)N1[C@H](CO)[C@@H](c2ccccc2)[C@@H]1CN(C(=O)c1ccc(F)cc1)C(C)C	-10%
95	Clc1ccc(CN2CCN(N=Cc3ccncc3)CC2)cc1	12%
96	COc1ccc(C=NNC(=O)Cc2cc(=O)[nH][nH]2)c(OC)c1	5%
97	CCNC(=O)C[C@H]1CC[C@H]2[C@@H](COc3ccc(NC(=O)Nc4ccccc4)cc3C(=O)N2C)O1	0%
98	C=CCn1c(SCC(=O)c2ccc(-c3ccccc3)cc2)nnc1-c1ccc(OC)cc1	4%
99	Cc1ccc(Cn2cc(COC(=O)N3CCOCC3)nn2)cc1	4%
100	CC(C)CNC(=O)OCc1cn(Cc2cccc(Cl)c2)nn1	-11%

(continued)
#	smiles	FUS yeast rescue
101	CCOC(=O)c1ccc(NC(=O)CSc2nnc(-c3cccc(C)c3)n2C)cc1	11%
102	CCN(C(=O)[C@H]1CC(=O)O[C@@H]1c1ccccc1)c1ccccc1	-2%
103	C[C@H]1[C@@H](N(C)Cc2cccs2)CC[C@@]23CCCN2C(=O)CCC[C@@H]13	-11%
104	N#Cc1cccc(-n2cc(COC(=O)NCCc3ccccc3)nn2)c1	-9%
105	C=CCN(C(=O)[C@@H](C)[C@@H](O)c1ccc2ccccc2c1)c1ccccc1	17%
106	C[C@H]1[C@H](NC(=O)c2ccc(Cl)c(Cl)c2)CC[C@@]23CCCN2C(=O)CCC[C@@H]13	21%

Bioassay records deposited in PubChem by National Center for Advancing Translational Sciences (NCATS).
